Bioassay records from PubChem BioAssay.
CHRM5 PAM: positive allosteric modulators of human muscarinic M5 receptor; P08912; CHO-K1 hM5, Fluo-8 calcium, ACh EC20 PAM; 0% = ACh EC20, 100% = ACh EC100; activation, % at 3 µM; 360,000 compounds, 0.3% hits;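 active = activation above the run cutoff, the mean activation of all test compounds plus 3 SD, cut at about 18% in these data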
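Test system: CHO-K1 hM5 cells / Doses: single-point, 3 µM nominal / Times: Post-acetylcholine fluorescence recording 140 s / Technique: Fluo-8 calcium fluorescence / Measure: Max/basal fluorescence ratio as % of EC20–EC100 ACh window / Benchmarks: low control EC20 acetylcholine (0%), high control EC100 acetylcholine (100%) / Replicates: one well per compound, no replicates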
M4 ag: agonists of human muscarinic M4 receptor (CHRM4). P08173. activation, % at 3 µM. CHO-K1 hM4/Gqi5, Fluo-8 calcium fluorescence; vehicle 0%, full acetylcholine response 100%. 360,000 compounds, 0.14% hits. AID 624127;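 active = activation above the run mean over all test wells plus 3 SD, cut at about 32% in these data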;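 note: peak over basal fluorescence ratio per well then scaled between controls; 0% = DMSO wells and 100% = acetylcholine at EC100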
M5 antag: antagonists of human muscarinic M5 receptor (CHRM5); P08912; CHO-hM5 cells, Fluo-8 calcium fluorescence, ACh EC80; inhibition, % at 3 µM; 360,000 compounds, 0.59% hits; AID 624040;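 active = inhibition above a per-plate cutoff, the mean of that plate's test compounds plus 3 SD, cut at about 27% in these data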;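 note: 0% = acetylcholine EC80 with DMSO and 100% = DMSO without agonist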
CRFR2-BP antag: CRF-BP/CRF-R2 complex antagonism; AID 588475; inhibition, % at 11.8 µM; 350,000 compounds, 0.59% hits; HEK293 CRF-R2/CRF-BP, CRF-induced calcium fluorescence;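 active = inhibition of the ligand-induced calcium signal above about 50% at the single tested concentration, limit read from the data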
M4 antag: CHRM4 antagonism in calcium assay; inhibition, % at 3 µM; 360,000 compounds, 0.73% hits; P08173; CHO-hM4 cells, ACh EC80, Fluo-8 calcium fluorescence;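 active = inhibition above its plate's cutoff, the mean inhibition of sample wells plus 3 SD, cut at about 27% in these data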;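 note: 0% = acetylcholine EC80 with DMSO and 100% = DMSO without agonist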
M4 PAM: potentiates acetylcholine response at human M4 receptor; CHO-K1 hM4/Gqi5, Fluo-8 calcium fluorescence, ACh EC20; 0% = ACh EC20, 100% = maximal ACh; activation, % at 3 µM; 360,000 compounds, 0.4% hits;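 active = activation above its plate's cutoff, the mean activation of sample wells plus 3 SD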; note: some results filed as inactive read as strong as hits
IDE cell inh: cellular human IDE inhibition; inhibition, % at 5.59 µM; 320,000 compounds, 0.41% hits; P14735; AID 434962; HEK cells, FAbetaB cleavage, fluorescence polarization;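 active = percent inhibition above the average of all tested compounds plus 3 SD, set per screening campaign, cut at about 16% in these data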;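 note: IDE supplied by intact live HEK cells; FP after avidin binding of uncleaved biotin substrate so inhibition keeps polarization high; 0% = DMSO wells and 100% = 60 µM reference IDE inhibitor Ii1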
Target sequence (P14735 whole entry, looked up): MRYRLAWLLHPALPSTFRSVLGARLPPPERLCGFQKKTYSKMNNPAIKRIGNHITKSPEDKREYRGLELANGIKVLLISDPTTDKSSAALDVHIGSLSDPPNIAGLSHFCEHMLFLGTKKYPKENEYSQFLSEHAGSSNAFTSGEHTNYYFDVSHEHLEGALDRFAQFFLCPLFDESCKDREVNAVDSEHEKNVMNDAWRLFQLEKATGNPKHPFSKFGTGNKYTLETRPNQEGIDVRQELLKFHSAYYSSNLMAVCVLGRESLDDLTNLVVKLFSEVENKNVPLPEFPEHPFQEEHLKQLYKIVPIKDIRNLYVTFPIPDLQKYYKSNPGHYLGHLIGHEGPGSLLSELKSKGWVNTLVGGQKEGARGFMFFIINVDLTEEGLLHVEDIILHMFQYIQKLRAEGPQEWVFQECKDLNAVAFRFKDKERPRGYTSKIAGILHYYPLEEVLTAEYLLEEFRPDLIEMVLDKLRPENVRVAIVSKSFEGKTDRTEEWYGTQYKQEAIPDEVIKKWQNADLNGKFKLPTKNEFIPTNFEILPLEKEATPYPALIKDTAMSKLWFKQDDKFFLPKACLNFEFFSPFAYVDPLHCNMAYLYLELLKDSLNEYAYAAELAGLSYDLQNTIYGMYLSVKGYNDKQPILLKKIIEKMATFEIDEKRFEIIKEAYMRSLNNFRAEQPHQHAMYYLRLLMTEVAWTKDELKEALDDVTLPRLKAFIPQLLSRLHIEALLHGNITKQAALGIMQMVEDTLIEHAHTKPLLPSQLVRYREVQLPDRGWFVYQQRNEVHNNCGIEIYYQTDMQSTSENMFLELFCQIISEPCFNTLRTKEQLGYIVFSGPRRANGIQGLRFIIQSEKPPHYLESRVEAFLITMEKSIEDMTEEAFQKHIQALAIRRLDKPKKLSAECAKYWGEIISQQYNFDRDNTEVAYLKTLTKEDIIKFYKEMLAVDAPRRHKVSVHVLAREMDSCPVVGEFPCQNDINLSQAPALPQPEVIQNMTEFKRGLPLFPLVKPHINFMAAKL
CRFR2-BP ag: CRF-BP/CRF-R2 complex agonism; HEK293 CRF-R2/CRF-BP, calcium dye fluorescence (FLIPR); percent of saturating CRF peptide response; activation, % at 13.2 µM; 350,000 compounds, 0.46% hits;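 active = activation of at least 50%, plus an integration ratio under a set limit after plate pattern correction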;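 note: plate controls were neutral control wells without compound for no effect and CRF at EC100 for full effect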
CHRM5 agonist: CHRM5 agonism in calcium assay; 360,000 compounds, 0.19% hits; activation, % at 3 µM; P08912; CHO-K1 hM5 cells, Fluo-8 calcium fluorescence; 0% DMSO wells, 100% maximal acetylcholine response; AID 624037;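 active = activation above the run's mean over test compounds plus 3 SD, cut at about 23% in these data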;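 note: signal is peak over basal fluorescence ratio across the kinetic read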
* marks the source's active call; other numbers are inactive results; nt = no result given.

SMILES	CHRM5 PAM	M4 ag	M5 antag	CRFR2-BP antag	M4 antag	M4 PAM	IDE cell inh	CRFR2-BP ag	CHRM5 agonist
C#Cc1ccc(CN2CCC(Oc3cc(C(=O)NC4CC4)ccc3OC)CC2)cc1	-5	3	8	3	-1	-3	nt	0.3	-8
C=CCNC(=O)c1ccccc1NC(=O)c1ccccc1N(C)S(C)(=O)=O	-1	1	-4	1	3	0	-3	0.5	-1
Cc1ccc2c(c1)c(N=O)c(O)n2Cc1ccc(Cl)cc1	-4	0	2	-11	-10	3	3	-0.4	1
COc1cc2oc(=O)cc(-c3ccc(-c4ccc(C#N)cc4)cc3)c2c(OC)c1OC	-6	1	10	20	-6	6	nt	3.2	-1
Cc1cc(Br)cn2c(CC(C)(C)C)c(-c3cccc(Cl)c3)nc12	-5	-1	3	nt	-12	0	nt	nt	1
COc1ccc(S(=O)(=O)N2CCCCCC2)cc1C(=O)N(C)CC(=O)Nc1c(Cl)cccc1Cl	4	4	-2	-3	-4	-1	-6	-0.7	-4
C=CCn1c(SCC(=O)NC23CC4CC(CC(C4)C2)C3)nc2cc(C(=O)O)ccc2c1=O	-3	1	7	-1	-1	2	-5	-1.1	2
CCOC(=O)N1CCN(S(=O)(=O)c2ccc(OC)c(OC)c2)CC1	-7	1	2	3	-5	-3	6	3.1	-1
Cc1nc(SCc2nc3c([N+](=O)[O-])cccc3[nH]2)c2oc3ccccc3c2n1	4	0	-4	10	-15	18	0	-2.0	1
Nc1c(-c2cccc(Cl)c2)cnn1-c1cccc([N+](=O)[O-])c1	-19	4	24	20	5	-22	2	-1.1	-7
CC1CCCCN1C(=O)CSc1nc2ccccc2[nH]1 (stereo not given)	4	1	-1	8	4	8	-6	0.8	2
Cc1ccc(C(=O)OCC(=O)Nc2ccc(N(C)C)cc2)cc1NC(=O)c1ccco1	-1	4	-3	8	-4	-1	0	-0.1	1
COc1cc2c(cc1OC)CN(C(=O)c1ccc3[nH]c(C)c(C)c3c1)CC2	-6	5	3	7	-16	4	-3	-2.5	5
Nc1ccc(S(=O)(=O)Nc2nc(-c3ccccc3)cc(-c3ccccc3O)n2)cc1	-1	3	-2	-26	2	-2	nt	-1.8	3
Cc1cccc(C(=O)CC(=O)c2cc(Cl)ccc2O)c1	-4	-1	-5	-12	-11	10	-2	20	-13
FC(F)(F)c1nc(Sc2ncccc2C(F)(F)F)n[nH]1	0	1	1	14	-1	6	-3	-2.7	-4
Cc1cccc(Nc2nc(Cl)ncc2F)c1C	1	0	2	0	-6	1	7	-0.4	-5
FC(F)(F)c1cnc2c(c1)[nH]c(=S)n2-c1ccc(Cl)cc1	-19	24	25	25	4	-13	5	29	6
CCOc1cc(C(=O)OCc2cc(=O)n3c(C)csc3n2)ccc1OC	0	1	1	-6	-10	9	-2	-0.2	1
CCCS(=O)(=O)N1CCCC(C(=O)NC2CCCCC2)C1 (stereo not given)	3	0	-6	22	1	3	3	0.8	0
O=C(Nc1ccc2c(c1)OCCO2)C(c1ccnc2ccccc12)N1CCN(C/C=C/c2ccccc2)CC1 (stereo not given)	0	5	6	nt	2	-6	nt	nt	2
O=C(NC1CCCCC1)c1cccc(N2C(=O)CCC2=O)c1	-1	0	0	1	3	4	nt	-0.1	1
Cc1cc(C)n(CCCC(=O)O)n1	5	1	-11	3	2	9	-3	-2.2	0
CCCNC(=O)c1oc2ccc3c(c2c1C)C(=O)CC(C)(C)O3	-6	1	1	18	-5	1	-3	-4.6	-3
Cc1cccc(NC(=O)/C(C#N)=C\c2cn(CC(=O)O)c3ccccc23)c1	-12	2	28*	-28	6	3	5	1.2	-4
O=C(COC(=O)c1ccccc1Nc1ccc(SC(F)F)cc1)NC1CC1	-13	7	6	11	10	-14	5	0.5	2
CCOc1ccccc1-c1nc(-c2cc3ccccc3nc2OC)no1	-2	1	1	5	2	3	-1	4.2	-2
N#CCCN1C(=O)C2(OCCO2)c2ccccc21	-2	1	2	-7	9	-5	0	1.3	-4
CCOC(=O)c1c(-c2ccc(C)o2)csc1NC(=O)CN1CCN(CC)CC1	0	5	8	-17	-3	13	0	2.1	-5
Cc1cccc(-c2nnc(SC(C)C(=O)N3CCOCC3)o2)c1 (stereo not given)	-7	1	16	-2	7	-4	2	0.3	1
Cn1nc(C(=O)Nc2cccc(S(N)(=O)=O)c2)c2ccccc2c1=O	-2	2	6	0	2	1	4	1.3	-1
COc1cc(N)c(Cl)cc1C(=O)OCC(=O)N(C)C1CCCCC1	8	1	-10	-5	-3	3	-2	1.8	2
CCOC(=O)c1ccc(NNC(=O)CC)c([N+](=O)[O-])c1	6	0	-22	-1	-8	-3	1	-0.6	0
CCC(=O)N1C(C(=O)N2CCCC2)CSC1c1ccc(OC)cc1 (stereo not given)	-2	4	-1	6	-2	6	8	-1.4	1
Cc1nc(NC(=O)c2ccc(Br)s2)sc1C(=O)N(C)C	13	0	-8	1	-4	15	4	-0.7	5
CC(C)CCN1C(=O)CSCC1(C)C(=O)Nc1ccc2c(c1)OCCO2 (stereo not given)	-1	1	0	nt	-8	-1	nt	nt	-5
CC(C)=CCc1c(O)c(CC=C(C)C)c2occ(-c3ccc(O)cc3)c(=O)c2c1O	-16	2	5	-2	-2	-10	-2	-0.8	0
O=C(NCCCN1CCCC1=O)c1ccc(OC(F)(F)F)cc1	18	1	-11	9	-10	6	6	-1.2	-1
Cc1cccc2sc(NC(=O)CN3C(=O)C4CC=CCC4C3=O)nc12 (stereo not given)	3	1	-15	-3	-6	6	2	1.1	2
Cc1cc(C(=O)N2CCN(c3ncccn3)CC2)cs1	-4	3	6	20	1	5	0	0.2	1
Cc1ccc(N2C(=O)NC(NS(=O)(=O)c3ccccc3)(C(F)(F)F)C2=O)cc1C (stereo not given)	-2	1	9	-3	-4	1	0	-1.6	-2
COc1ccc(-c2c(-c3cc(OC)cc(OC)c3)n(C)c3ccc(-c4ccc(OC)c(F)c4)cc23)cc1	1	0	8	6	2	9	0	0.8	0
COc1cc(F)c(C2=CC(=O)CC(C)(C)C2)cc1F	-4	0	10	-1	4	-5	-9	-1.8	-8
CCOC(=O)C1(CCc2ccccc2)CCN(Cc2cc(OC)c(OC)cc2OC)CC1	0	4	-1	-3	-15	0	2	0.3	-20
COc1ccc(C2/C(=C(/O)c3ccc(C)cc3)C(=O)C(=O)N2C)c(OC)c1 (stereo not given)	4	0	6	0	5	-5	0	-1.2	-1
CC(C)N(Cc1ccccc1)C(=S)NC1CCCCC1	8	-2	10	11	-7	-4	3	-6.2	-10
Cc1onc(-c2ccccc2Cl)c1C(=O)Nc1ccc(S(=O)(=O)N2CCCC2)cc1	-2	4	2	3	-8	4	-4	1.8	-1
O=C(CSc1nc2ccccc2n1CCc1ccccc1)NC1CC1	1	2	-4	18	1	-4	-4	-0.4	-4
COc1ccc(Br)cc1CN(C)C(=O)Cc1ccc(OC)c(S(=O)(=O)N2CCOCC2)c1	6	5	-1	-11	-3	2	0	-2.5	-3
CCOc1ccc(NC(=O)c2ccc(CNc3c(NC4CCCCC4)c(=O)c3=O)cc2)cc1	1	1	-3	27	-11	8	2	-0.3	-1
Cc1cnc(C(=O)Nc2ccc3c(c2)CCC3)cn1	4	1	-2	-1	8	1	3	0.1	-3
O=C(CCl)N=c1sccn1Cc1cccc2ccccc12	-12	1	3	-18	8	-5	nt	1.4	-3
O=C(NCc1cccnc1)[C@@H]1CC=C[C@@H]2CCN(Cc3ccc(Cl)c(Cl)c3)C(=O)[C@@H]21	0	3	3	0	-15	5	1	0.6	4
COc1ccc(/C=C2\SC(=S)N(CCCCCC(=O)Nc3cc(C)on3)C2=O)cc1OC	1	0	4	-2	-1	-1	-2	5.1	1
O=C(CCSc1ccc(Cl)cc1)NC1CCCCC1	1	1	6	-2	-4	5	1	-0.9	-3
COCCCNC(=O)CN(CCc1ccccc1)S(=O)(=O)c1ccc(OC)cc1	-7	1	13	4	1	-5	3	0.2	-4
COc1ccc(S(=O)(=O)Nc2ccc3c(c2)C(=O)N([C@@H](C)CO)C[C@H](C)[C@H](CN(C)S(=O)(=O)c2ccc(F)cc2)O3)cc1	3	1	-8	15	-1	-4	3	3.0	-2
Cc1cc(Cl)ccc1OCc1nnc(-c2ccccc2C)o1	0	0	3	-2	-2	2	nt	0.2	1
Cc1cc(C)c2nc(-c3cccnc3)cc(C(=O)Nc3ccc(S(=O)(=O)Nc4onc(C)c4C)cc3)c2c1	7	1	0	15	6	-1	-4	4.1	-1
O=C(Cc1n[nH]c(=O)c2ccccc12)Nc1cc(C(F)(F)F)ccc1-n1cncn1	7	2	5	28	-3	-2	nt	-1.4	5

Nothing new here: an excerpt of the list.
SMILES	CHRM5 PAM	M4 ag	M5 antag	CRFR2-BP antag	M4 antag	M4 PAM	IDE cell inh	CRFR2-BP ag	CHRM5 agonist
COc1ccc(S(=O)(=O)Nc2ccc3c(c2)C(=O)N([C@@H](C)CO)C[C@H](C)[C@H](CN(C)S(=O)(=O)c2ccc(F)cc2)O3)cc1	3	1	-8	15	-1	-4	3	3.0	-2
Cc1cc(Cl)ccc1OCc1nnc(-c2ccccc2C)o1	0	0	3	-2	-2	2	nt	0.2	1
Cc1cc(C)c2nc(-c3cccnc3)cc(C(=O)Nc3ccc(S(=O)(=O)Nc4onc(C)c4C)cc3)c2c1	7	1	0	15	6	-1	-4	4.1	-1
O=C(Cc1n[nH]c(=O)c2ccccc12)Nc1cc(C(F)(F)F)ccc1-n1cncn1	7	2	5	28	-3	-2	nt	-1.4	5

Continued:
SMILES	CHRM5 PAM	M4 ag	M5 antag	CRFR2-BP antag	M4 antag	M4 PAM	IDE cell inh	CRFR2-BP ag	CHRM5 agonist
CCCCCCCCn1c(N2CCN(c3cccc(Cl)c3)CC2)nc2c1c(=O)[nH]c(=O)n2C	-2	0	-3	-36	1	1	-6	0.8	0
O=C(COC(=O)Cc1cccc(C(F)(F)F)c1)Nc1ccc2c(c1)OCCO2	-3	2	8	12	5	0	0	-3.3	0
COC(=O)c1ccc(NC(=O)CNc2ccccc2)cc1	2	1	4	-6	0	0	-3	-0.3	-1
C/C(=N\NC(=O)c1nnn(-c2nonc2N)c1CSc1ccc(Cl)cc1)c1cccnc1	-2	1	3	-4	-2	4	-2	-1.0	-5
CC(Sc1nnc(C2CCCCC2)n1N)C(=O)NCc1ccc2c(c1)OCO2 (stereo not given)	1	1	3	5	3	3	5	-0.7	2
CN(C)S(=O)(=O)c1ccc2c(c1)nc(CCC(=O)NCC1CCCCC1)n2C	3	1	-3	-17	4	2	-2	-0.6	-1
Cc1c(C(=O)OCC(=O)N2CC(=O)Nc3ccccc32)oc2ccc(Br)cc12	0	1	6	7	-5	4	5	-0.1	-4
COc1ccc(CC(=O)Nc2ccc(-c3nnc(-c4ccccc4)o3)cc2)cc1OC	-7	0	6	15	10	-4	0	1.1	-2
Cc1cc(C)cc(NC(=O)Oc2ccccc2N2CCCCC2)c1	1	1	3	2	-10	-13	3	-0.3	-1
COc1cccc(NC(=O)CN2CCN(CC(=O)Nc3ccccc3Cl)CC2)c1	3	4	2	5	-6	3	5	0.8	-2
CCOc1ccc(-n2c(=O)c3sccc3n(CC(=O)Nc3cccc(OC)c3)c2=O)cc1	-7	0	7	0	2	-9	-5	0.5	0
NC(=O)COC(=O)c1ccc(-c2ccccc2)cc1	-2	3	-5	6	-8	8	-6	-0.9	-2
